Screening data (PubChem BioAssay)
RGS4 act – RGS4 potentiation or activation; HEK293 M3R/inducible RGS4, carbachol calcium flux Fluo4; active compounds read low; B-score at 10 µM; 0.92% of 310,000 active; AID 463111;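 active = B-score of the integrated calcium signal more than 4 SD below the library mean, with starting fluorescence not abnormally high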;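 note: negative B-score means reduced calcium response which marks RGS4 activation or potentiation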
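Material: Inducible-RGS4 HEK293 cells carrying M3 receptor; also added: carbachol at ECmax as muscarinic agonist stimulus; incubation: compound preincubation 20 min at room temperature before agonist; signal: Fluo4-AM (2 µM) calcium-flux fluorescence, kinetic read; measure: integrated calcium ratio converted to B score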
KCNK9 inh – inhibitors of human KCNK9 two-pore domain potassium channel. HEK293 KCNK9, FluxOR thallium flux fluorescence; active compounds read low. B-score at 10 µM. 1.2% of 310,000 active. AID 488922;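 active = ratio B-score over 3 SD below the library mean, with starting fluorescence within 5 SD of its mean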;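 note: negative B-score means less thallium flux so channel inhibition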
Dyrk1A ADPGlo – inhibitors of rat Dyrk1A kinase; Q63470; ADP-Glo luminescence, NFATc1 peptide; inhibition, % at 12.5 µM; 0.43% of 310,000 active; in the data active = inhibition above about 50%;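 note: plate controls were vehicle with enzyme for no effect and no enzyme for full effect; many of its hits are not listed in these tables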
PolyA inhibitor – yeast polyadenylation inhibition; S. cerevisiae SKY197-pL101 polyadenylation reporter, beta-gal luminescence; efflux-impaired pdr1/pdr3 knockout yeast; score 100 = 6 SD above DMSO; calls only at 12 µM; 0.02% of 300,000 active;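 active = lowest replicate activity score at least 50, where 100 means six control SD above control mean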;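 note: yeast exposed to compound for 9 h at 30 °C; higher score means more reporter readthrough which indicates perturbed polyadenylation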
hERG protect – compounds protecting human hERG from proarrhythmic drug block; Q12809; CHO-hERG, FluxOR thallium flux, dofetilide IC70 present; activation (rescue from dofetilide block), less the hit threshold, % at 10 µM; 0.51% of 310,000 active; AID 1511;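 active = activation above the mean of controls blocked by dofetilide plus 5 SD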;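 note: thallium influx through hERG after potassium depolarization seen as dye fluorescence rise; in these data hits start at about 4.7%; inactives centre near -7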
KCNQ1 pot – potentiates or activates the human KCNQ1 potassium channel; P51787; CHO-K1 KCNQ1, thallium flux FluxOR fluorescence; active compounds read high; B-score at 10 µM; 0.35% of 310,000 active;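 active = fluorescence ratio B-score, a plate-corrected score, at least three library SD, with initial intensity B-score within 5 SD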
Target sequence (P51787 whole entry, looked up): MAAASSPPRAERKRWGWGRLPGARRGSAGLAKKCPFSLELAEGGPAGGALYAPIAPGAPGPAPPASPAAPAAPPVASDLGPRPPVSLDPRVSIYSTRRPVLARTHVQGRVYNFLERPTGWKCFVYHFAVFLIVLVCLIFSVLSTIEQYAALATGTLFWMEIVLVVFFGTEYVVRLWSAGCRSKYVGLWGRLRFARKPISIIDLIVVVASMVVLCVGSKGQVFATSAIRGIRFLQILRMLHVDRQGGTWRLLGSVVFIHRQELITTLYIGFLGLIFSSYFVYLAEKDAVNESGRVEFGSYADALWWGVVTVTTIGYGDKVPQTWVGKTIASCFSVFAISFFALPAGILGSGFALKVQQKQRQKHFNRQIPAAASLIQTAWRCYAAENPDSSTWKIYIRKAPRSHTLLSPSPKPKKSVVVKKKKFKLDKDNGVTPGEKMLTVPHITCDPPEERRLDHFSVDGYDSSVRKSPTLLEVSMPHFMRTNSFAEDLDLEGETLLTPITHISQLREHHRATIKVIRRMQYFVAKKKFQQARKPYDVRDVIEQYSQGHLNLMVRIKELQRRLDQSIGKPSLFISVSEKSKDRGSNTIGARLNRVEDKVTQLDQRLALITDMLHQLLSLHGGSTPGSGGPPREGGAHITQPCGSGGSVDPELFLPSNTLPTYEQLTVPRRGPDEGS
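Test system: CHO-K1 cells stably expressing KCNQ1 / Medium: assay buffer / Also added: depolarizing K+/Tl+ stimulus, K2SO4 and Tl2SO4 each 12.5 mM in 5x stock / Incubation: 90 min dye loading and 20 min compound exposure, both at room temperature / Signal: thallium influx via FluxOR fluorescence, kinetic imaging / Evaluation: B score of baseline-normalized fluorescence ratio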
RGS4 block – human RGS4 inhibition. AID 463165. B-score at 10 µM. HEK293 M3R/RGS4 inducible, Fluo-4 calcium flux; active compounds read high; triggered by carbachol at its EC20. P49798. 0.45% of 310,000 active;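 active = B-score, a plate-corrected calcium signal, over three deviations above library mean, with baseline fluorescence within five deviations of library mean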;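 note: RGS4 expression induced by doxycycline in cells with stable M3 receptor; B-score is computed from the integrated fluorescence ratio over baseline after carbachol; higher B-score means a larger calcium signal and so more RGS4 inhibition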
KCNK3 inh – human KCNK3 channel inhibition, primary screen | O14649 | CHO-KCNK3 thallium flux, FluxOR fluorescence; active compounds read low | B-score at 10 µM | 0.84% of 340,000 active | AID 602410;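 active = B-score under library mean minus 4 SD, starting fluorescence ratio at most library mean plus 5 SD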;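 note: more negative B-score means stronger inhibition of thallium flux through KCNK3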
Target sequence (O14649 whole entry, looked up): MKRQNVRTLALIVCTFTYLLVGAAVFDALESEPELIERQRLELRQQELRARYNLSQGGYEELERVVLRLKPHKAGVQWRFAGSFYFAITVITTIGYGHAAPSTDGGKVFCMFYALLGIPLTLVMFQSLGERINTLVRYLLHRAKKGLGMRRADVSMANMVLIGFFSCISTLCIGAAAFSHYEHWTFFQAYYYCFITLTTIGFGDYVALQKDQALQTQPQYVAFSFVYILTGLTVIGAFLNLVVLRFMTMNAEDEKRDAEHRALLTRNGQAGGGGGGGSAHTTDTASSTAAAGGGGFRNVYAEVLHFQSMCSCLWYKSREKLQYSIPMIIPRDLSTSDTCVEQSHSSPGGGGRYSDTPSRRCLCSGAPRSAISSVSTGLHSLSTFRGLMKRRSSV
GSK3A inh – blocks human GSK-3 alpha kinase. P49840. ADP-Glo luminescence, 60 min. inhibition, % at 10 µM. 0.1% of 320,000 active;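 in the data active = inhibition above about 50%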;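 note: GST-tagged GSK-3 alpha with peptide substrate and 25 µM ATP; 0% = DMSO neutral wells and 100% = GW8510 positive control wells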
GSK3beta inhib – inhibitors of human GSK3beta kinase | P49841 | GST-GSK3beta kinase, ADP-Glo luminescence, 60 min; active compounds read low | activity score (negative = inhibition), % at 10 µM | 0.038% of 300,000 active | AID 2097;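 active = more than half of replicate wells score below -50%, meaning over 50% inhibition versus plate controls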;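 note: 0% = median DMSO wells and -100% = median GW8510 positive control wells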
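Assay system: GST-fused GSK3beta enzyme, cell-free / Medium: Tris pH 7.5 buffer with MgCl2, DTT, BSA, heparin / Also added: peptide substrate plus 25 µM ATP (final) / Compound: 10 µM single point / Timing: kinase reaction with compound 60 min at room temperature / Detection: ADP-Glo luminescence / Benchmarks: DMSO neutral wells and GW8510 at 20 µM as positive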
KCNQ1 inh – inhibitors of human KCNQ1 potassium channel; CHO-K1 KCNQ1, FluxOR thallium flux fluorescence; active compounds read high; AID 2642; 1.3% of 310,000 active; P51787; B-score at 10 µM;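 active = compounds whose thallium flux B-score, printed positive for inhibition, exceeds three library SD while starting fluorescence stays within three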;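 note: channel opened by potassium depolarization with thallium stimulus after 20 min compound exposure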
Numbers without * were called inactive; i = inactive; · = not tested or not shown.

canonical_smiles | RGS4 act | KCNK9 inh | Dyrk1A ADPGlo | PolyA inhibitor | hERG protect | KCNQ1 pot | RGS4 block | KCNK3 inh | GSK3A inh | GSK3beta inhib | KCNQ1 inh
C=CCn1c(C)cc(C(=O)COC(=O)/C=C/c2c(C)nn(C3CCS(=O)(=O)C3)c2Cl)c1C (stereo not drawn) | i | i | 8 | i | -12 | i | i | i | 1 | 2 | i
O=C(CC1CCCCC1)Nc1ccc(-c2ccc3nncn3n2)cc1 | i | i | -4 | i | -11 | i | i | i | -3 | -1 | i
COc1ccccc1/C=C/C(=O)OCC(=O)Nc1c(F)cccc1F | i | i | -4 | i | -1 | i | i | i | 2 | 1 | i
COc1cc(C(C(=O)NC2CCCC2)N(CCO)C(=O)Cn2nnc(-c3ccc(C)o3)n2)ccc1O (stereo not drawn) | i | i | 2 | i | -7 | i | i | i | 0 | 2 | i
CCc1ccc[n+](-c2[nH]c(=O)sc2/C=N/N=C(\[O-])c2cccnc2)c1 | i | i | -3 | i | -6 | i | i | i | 4 | 1 | i
O=C(N/N=C/c1cccs1)c1ccc2nc[nH]c2c1 | i | i | 10 | i | -12 | i | i | i | 0 | 1 | i
O=C(NC1CCCCC1)C(c1ccccc1)N(Cc1ccc2c(c1)OCO2)C(=O)c1cnsn1 (stereo not drawn) | i | i | 2 | i | -2 | i | i | i | -1 | 0 | 6*
Cc1cccnc1NC(=O)CSc1nnc(Cc2ccccc2)o1 | i | i | 0 | i | -7 | i | i | i | 3 | -2 | i
C#CCOCCOCCOCCNc1nc(N2CCN(C(=O)[C@H](CCC(=O)O)n3cc(C(N)Cc4ccc(O)cc4)nn3)CC2)nc(N2CCN(C(=O)[C@H](Cc3cc4ccccc4[nH]3)n3cc(C(N)[C@H](C)CC)nn3)CC2)n1 (stereo partly drawn) | i | i | 3 | i | 0 | i | i | i | 2 | -1 | i
CCCCC(c1nnnn1C1CCCC1)N1CCN(C2CCCCC2)CC1 (stereo not drawn) | i | i | -1 | i | -14 | i | i | i | -3 | -17 | i
CCc1ccc(-c2cc3c(=O)n(CC(=O)NCc4ccccc4F)ncn3n2)cc1 | i | i | 1 | i | -13 | i | i | i | -3 | 0 | i
Cc1ccc(OCC(=O)NNC(=O)c2cccnc2)cc1 | i | i | -7 | i | -3 | i | i | i | -1 | -1 | i
CN(C)c1ccc(CNC2CC(C)(C)NC(C)(C)C2)cc1 | i | i | 3 | i | -15 | i | i | i | -1 | 4 | i
COc1ccc(C2CCCN2C(=O)Nc2ccc(F)cc2)cc1OC (stereo not drawn) | i | i | -1 | i | -3 | i | i | i | 0 | 2 | i
COc1ccc(Cn2c(-c3ccco3)nc3c(c(=O)c4ccccc4n3C)c2=O)cc1 | i | i | · | i | -15 | i | i | i | 5 | 4 | i
Cc1ccc(NC(=O)C(C)[n+]2ccccc2)cc1[N+](=O)[O-] (stereo not drawn) | i | i | 2 | i | -5 | i | i | i | -2 | 1 | i
O=C(NCc1cccnc1)c1ccc(COc2ccc(Cl)cc2)cc1 | i | i | 2 | i | -9 | i | i | i | 6 | -3 | i
O=C1OC(NCc2cccnc2)(c2ccc(Cl)cc2)c2ccccc21 (stereo not drawn) | i | i | · | i | -8 | i | i | i | 1 | 0 | i
N#Cc1c(-c2ccccc2)ccn(Cc2cccc(Cl)c2)c1=O | i | i | 1 | i | -11 | i | i | i | -1 | -2 | i
CS(=O)(=O)c1cnc(-c2cccnc2)nc1N | i | i | 3 | i | -5 | i | i | i | -5 | -19 | i
O=C(Nc1ccccc1)O[C@@H]1C[C@H]2CCC(=O)N3CC[C@@H](C1)[C@@H]23 | i | i | · | i | -7 | i | i | · | -1 | 1 | i
CC12CCC(C(=O)Nc3cccc(NC(=O)C45CCC(C)(C(=O)O4)C5(C)C)n3)(OC1=O)C2(C)C | i | i | 20 | i | -5 | i | i | i | -3 | 4 | i
Cc1ccccc1NC(=O)N1CCCC1C(=O)NCc1cccs1 (stereo not drawn) | i | i | 5 | i | -9 | i | i | i | -3 | -3 | i
O=S(=O)(c1ccc2nc(N3CCN(c4ccccc4)CC3)ccc2c1)N1CCCCC1 | i | i | 0 | i | -7 | i | i | i | -1 | 0 | i
O=C1C=C(c2cccs2)C[C@H](c2ccccc2)[C@H]1n1nnc([N+](=O)[O-])n1 | i | i | -4 | i | -5 | i | i | i | -1 | -7 | i
COCC(C)NCc1ccccc1C (stereo not drawn) | i | i | 2 | i | -6 | i | i | i | -4 | 3 | i
CCc1ccccc1OCC(=O)N(CC)CC(=O)NCc1ccc(F)cc1 | i | i | -1 | · | -3 | i | i | i | -1 | -1 | i
CN1CCN(C(=O)c2ccc(N(Cc3ccccc3Cl)S(C)(=O)=O)cc2)CC1 | i | i | 1 | i | -5 | i | i | i | -1 | 0 | i
COc1ccc(OC)c(CNC(=O)C2CCCN(C(=O)N(C)C)C2)c1 (stereo not drawn) | i | i | 0 | i | -9 | i | i | i | -1 | 1 | i
CCn1cc(SCC(=O)Nc2cc(C)on2)c2ccccc21 | i | i | -5 | i | -6 | i | i | i | 0 | 1 | i
NS(=O)(=O)c1ccc2nc(NC(=O)CS(=O)(=O)c3ccc(F)cc3)sc2c1 | i | i | · | i | -5 | i | i | i | 2 | 0 | i
COc1cccc(CNS(=O)(=O)c2c(C)[nH]c(C)c2C(=O)N2CCCC2)c1 | i | i | 0 | i | -10 | i | i | i | 0 | -1 | i
Nc1nc(CN2CCCCCC2)nc(Nc2ccccc2)n1 | i | i | 0 | i | -9 | i | i | i | 2 | -2 | i
c1ccc(-c2nnc(N3CCN(c4ccccc4)CC3)nc2-c2ccccc2)cc1 | i | i | · | i | -9 | i | i | i | -2 | -4 | i
CN(C)CCSc1nc(-c2ccccc2)nc2c1CCC2 | i | i | 1 | i | -5 | i | i | i | -2 | 0 | i
CNS(=O)(=O)c1cccc(C(=O)Nc2cccc(Cl)c2)c1 | i | i | 5 | i | -9 | i | i | i | 0 | 2 | i
O=C(CCC1CCCNC1)c1ccccc1 (stereo not drawn) | i | i | · | i | -6 | i | i | · | 1 | 3 | i
Cc1cc(C)c[n+](-c2nc3ccccc3nc2[N-]S(=O)(=O)c2ccc(Br)s2)c1 | i | i | 0 | i | -17 | i | i | i | -1 | 2 | i
CCN(CC)S(=O)(=O)c1ccc(N=NC2=C(O)CCCC2=O)cc1 | i | i | 1 | i | -6 | i | i | i | 2 | -1 | i
CCOC(=O)c1nnc(-c2ccc(C)cc2)nc1Oc1ccc(Cl)cc1Cl | i | i | 2 | i | -8 | i | i | i | 1 | 2 | i
CN(C)C(=O)CN1C(=O)NC2(CCCc3ccccc32)C1=O (stereo not drawn) | i | i | 1 | i | -10 | i | i | i | 0 | 1 | i
Cc1nnc(NC(=O)c2ccc(S(=O)(=O)N3CC(C)OC(C)C3)cc2)o1 (stereo not drawn) | i | i | 0 | i | -2 | i | i | i | -1 | 1 | i
Cn1c(CNC(=O)CNS(=O)(=O)c2ccc(Br)cc2)cc(=O)n(C)c1=O | i | i | -4 | i | -4 | i | i | i | -36 | 1 | i
C/C(CC(=O)Nc1ccc(N(C)C)cc1)=N\NC(=O)c1ccc([N+](=O)[O-])cc1Cl | i | i | · | i | -19 | i | i | i | 0 | 2 | i
COc1ccccc1/C=C/C(=O)c1c2c(c(C)[nH]c1=O)CCCC2 | i | i | 11 | · | -6 | i | i | i | 0 | -7 | i
CCCOC(=O)c1c(-c2ccc(C)cc2C)csc1NC(=O)C1C2CCC(O2)C1C(=O)O (stereo not drawn) | i | i | -2 | i | -17 | i | i | i | -1 | 5 | i
Cc1ccc(-c2nnc(SCC(=O)N/N=C/c3ccc(C(=O)O)cc3)n2C2CCCCC2)cc1 | i | i | -4 | i | -6 | i | i | i | 0 | 0 | i
CN(CC(=O)Nc1cccc(F)c1)C(=O)C1CC(=O)N(Cc2ccco2)C1 (stereo not drawn) | i | i | 5 | i | -5 | i | i | i | 1 | 2 | i
CCc1cc2c(=O)c(Oc3ccccc3F)c(C)oc2c(CN(C)C)c1O | i | i | -6 | i | -13 | i | i | i | 2 | 0 | i
COc1ccc(/C=N/OCC(=O)Nc2nc3ccccc3s2)cc1 | i | i | 2 | i | -5 | i | i | i | -6 | -1 | i
Cc1ccc(CS(=O)(=O)c2ncc(Cl)c(C(=O)Nc3nnc(C(C)C)s3)n2)cc1 | i | i | -2 | i | -14 | i | i | i | -3 | -3 | i
O=C1CCCCN1CCC(=O)N1CCCC(N2CCN(c3ccccc3)CC2)C1 (stereo not drawn) | i | i | 2 | i | -11 | i | i | i | -2 | 3 | i
CCC(C)NC(=O)CSc1nnc(-c2ccc(Cl)cc2)n1N (stereo not drawn) | i | i | 1 | i | -14 | i | i | i | -2 | -3 | i
O=c1c2ccccc2nc2n1C(CBr)CN2 (stereo not drawn) | i | i | 30 | i | -17 | i | i | i | 3 | -2 | i
Cc1occc1C(=O)Nc1nnc(C(F)(F)F)s1 | i | i | 6 | i | -10 | i | i | i | -2 | 0 | i
CCc1ccc(N=C2NC(=O)/C(=C/c3ccc(OCC(=O)O)cc3)S2)cc1 | i | i | 16 | i | -8 | i | i | i | -1 | -1 | i
CCCCn1c(SCC(=O)NC2CCS(=O)(=O)C2)nc2ccccc2c1=O (stereo not drawn) | i | i | -2 | i | -5 | i | i | i | 0 | -3 | i
CC1(C)CCc2c([nH]c3ccccc3c2=O)O1 | -7* | i | 15 | i | -4 | i | i | i | -3 | 0 | i

The list is partial; rates above refer to the full screens.
